West Nile antiviral – West Nile virus antiviral activity, cell-based, CPE readout (AID 1621) | actives 0.02% (n = 290,000) | CPE inhibition, % at 10 µM; hits with a dose series show IC50 in µM | West Nile virus-infected cells, CPE inhibition; higher % means a stronger effect; in the data active = a potency from the dose series; note: strong numbers were not always called active
Large T inhibition – SV40 large T antigen inhibitors, biochemical (AID 1903); SV40 large T antigen ATPase/helicase inhibition assay; higher % means a stronger effect; inhibition, % at 20 µM, or IC50 in µM where a hit was titrated; actives 0.39% (n = 310,000); in the data active = a potency from the dose series; note: strong numbers were not always called active
NTR1 agonist – agonists of NTR1, primary screen, imaging, U2OS cells, beta-arrestin-GFP, high content (AID 493036). NTR1-U2OS beta-arrestin-GFP spot imaging, agonist mode. Neurotensin receptor type 1 (Homo sapiens), P30989. actives 0.17% (n = 330,000). activation, % at 20 µM;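 active = activation at or above 40% of the spot to cytoplasm intensity ratio, with at least 20 cells analyzed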;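 note: 0% = DMSO without peptide and 100% = 100 nM NTR1 peptide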
Target sequence (P30989 whole entry, looked up): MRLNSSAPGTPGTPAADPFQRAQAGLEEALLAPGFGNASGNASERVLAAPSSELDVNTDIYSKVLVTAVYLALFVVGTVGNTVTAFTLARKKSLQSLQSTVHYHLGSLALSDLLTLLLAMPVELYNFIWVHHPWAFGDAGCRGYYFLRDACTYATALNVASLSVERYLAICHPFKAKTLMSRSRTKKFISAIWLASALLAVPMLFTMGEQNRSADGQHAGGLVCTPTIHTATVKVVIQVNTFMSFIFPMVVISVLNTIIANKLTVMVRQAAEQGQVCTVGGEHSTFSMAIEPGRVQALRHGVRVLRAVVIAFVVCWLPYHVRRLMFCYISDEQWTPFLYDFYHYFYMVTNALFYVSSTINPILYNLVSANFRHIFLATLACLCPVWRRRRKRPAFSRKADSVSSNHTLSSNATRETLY
T cell HTS – modulators of CD8 T cell-vesicle binding, primary screen, mouse 2C CD8+ T cells, flow cytometry. 2C CD8+ T cell-vesicle binding; stronger effect = lower value. calls only at 7 µM. actives 0.068% (n = 330,000);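 active = response, share of CD8 T cells binding vesicles, and their 90th percentile fluorescence all below set limits, cut at about 80% in these data, passing the limit was not always enough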
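Assay system – 2C mouse CD8+ T cells · Also added – QL9-loaded Drosophila micro-vesicles · Timing – Cell–vesicle co-incubation 1.5 h at 37 °C, staining 20 min on ice · Signal – flow cytometry of vesicle-bound cells · Measure – percent CD8+ FL2 mean versus row control · Controls – Peptide-free naked vesicles (low) and QL9 vesicles with 0.7% DMSO vehicle (high)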
MgcRacGAP inhibition – MgcRacGAP GTPase-activating activity inhibitors, confirmation, biochemical, ADP Hunter fluorescence; Rac GTPase-activating protein 1 (Homo sapiens); MgcRacGAP-stimulated Rac1 GTP hydrolysis, ADP Hunter fluorescence; higher % means a stronger effect; GST-tagged Rac1 F28L mutant substrate; one-dose inhibition, % at 30 µM; IC50 in µM for titrated hits; actives 0.6% (n = 340,000);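 active = first-screen hits whose inhibition reached a set limit at any dose in the follow-up dose series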;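 note: fluorescence reports GDP produced by GAP-driven GTP hydrolysis; strong numbers were not always called active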
Salmonella PhoP GFP – inhibitors of PhoP regulon expression, primary screen, Salmonella Typhimurium, GFP reporter (AID 1863); S. Typhimurium PhoP-regulated promoter GFP reporter, 4 h; higher % means a stronger effect; one-dose inhibition, % at 50 µM; IC50 in µM for titrated hits; actives 0.16% (n = 300,000);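 active = inhibition over 29.93%, a cutoff 3 SD above the screen mean, later confirmed by dose response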;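 note: 0% = low Mg2+ inducing control and 100% = high Mg2+ repressing control; strong numbers were not always called active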
RSV antiviral HEp-2 – RSV antiviral activity via CPE protection, HEp-2 cells, primary 10 µM value included (AID 2391) | one-dose CPE inhibition, % at 10 µM; IC50 in µM for titrated hits | HEp-2 cells, RSV-induced CPE inhibition; higher % means a stronger effect | actives 0.13% (n = 310,000); in the data active = a potency from the dose series; note: strong numbers were not always called active
Dengue-2 NS5 capping – Dengue-2 NS5 methyltransferase inhibitors, primary screen, biochemical, confirmation dose response (AID 588689); Genome polyprotein (Dengue virus type 2 (strain 16681-PDK53)); Dengue-2 NS5 methyltransferase capping enzyme assay, biochemical; higher % means a stronger effect; one-dose inhibition, % at 25 µM; IC50 in µM for titrated hits; actives 0.3% (n = 340,000); in the data active = a potency from the dose series
UTI89 phage lysis – inhibition of K1F phage lysis, E. coli UTI89, bacterial capsule biogenesis inhibitors, alamar blue (AID 488966); actives 0.02% (n = 340,000); inhibition, % at 100 µM; hits with a dose series show IC50 in µM; E. coli UTI89 K1F phage lysis, alamar blue, 2 h; higher % means a stronger effect;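 active = phage lysis inhibition, versus mean bacterial control, above a set limit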;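 note: capsule biogenesis inhibitors block K1F phage lysis so surviving cells raise fluorescence; higher fluorescence means more inhibition of phage lysis; actives were called in the ten point dose series up to 300 µM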
T cell HTS vesicle-bound % – recorded beside T cell HTS, whose call it bears; double positive events, %; measured here: CD8+ vesicle-bound cell fraction;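 binding gate set so that unloaded-vesicle control wells show 10% double positive cells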
NTR1 agonist cell count 20 µM – recorded beside NTR1 agonist, whose call it bears; cell count; measured here: cell count, cytotoxicity flag
Dengue-2 NS5 capping pilot replicate – second read-out of Dengue-2 NS5 capping, no call of its own (marks repeat the call); inhibition, %; measured here: pilot screen replicate inhibition
An asterisk follows results filed as active; i = inactive; · = not tested or not shown; [ ] = another dose, or the depositor's remark.

SMILES	West Nile antiviral	Large T inhibition	NTR1 agonist	NTR1 agonist cell count 20 µM	T cell HTS	T cell HTS vesicle-bound %	MgcRacGAP inhibition	Salmonella PhoP GFP	RSV antiviral HEp-2	Dengue-2 NS5 capping	UTI89 phage lysis	others
O=C(O)c1cc(O)ccc1NC(=O)C(c1ccccc1)c1ccccc1	-0.3%	10%	-0.2	48	i	11	-1%	0%	1.8%	-4%	-0.1%
O=C(c1cccc(C(F)(F)F)c1)N1CCN(S(=O)(=O)c2ccc(Cl)s2)CC1	1.2%	7%	2.2	73	i	64	7%	4%	2.3%	-3%	0.1%
COC(=O)c1ccc(S(=O)(=O)NCc2ccco2)n1C	-0.2%	16%	1.0	43	i	32	4%	-7%	·	4%	-1.0%
O=C(NC1CCCC1)C(c1cccnc1)N(Cc1ccc(F)cc1)C(=O)c1csnn1 (stereo not given)	-0.4%	8%	0.4	35	i	30	7%	-3%	1.3%	-4%	0.3%
Cc1ccc(NC(=O)CSc2nnc3c(n2)[nH]c2ccccc23)cc1	-0.2%	11%	-0.1	43	i	7	6%	-5%	1.1%	-6%	0.3%
CC(=O)c1ccc(NC(=S)N2CCN(C(=S)Nc3ccc(C(C)=O)cc3)C(C)C2)cc1 (stereo not given)	-0.8%	0%	-0.3	56	i	51	12%	-4%	-2.2%	-8%	0.2%
O=C(COc1cc(F)ccc1[N+](=O)[O-])NCCN1C(=O)CSC1=O	·	·	1.7	64	i	22	4%	·	·	-10%	-1.3%
COc1ccc2c(c1)OC[C@H]1[C@H]2N2C(=O)CN(C)C(=O)[C@@]2(C)[C@H]1c1ccccc1	·	·	-1.7	54	i	24	4%	·	-0.7%	6%	-0.5%
Cc1ccc2nc(SCC(=O)NC3CCS(=O)(=O)C3)[nH]c2c1 (stereo not given)	·	·	-1.2	57	i	44	4%	·	·	0%	0.6%[50 µM]
COc1ccc(N=C2SC(C(=O)Nc3ccc(C(=O)O)cc3)CC(=O)N2Cc2cccs2)cc1 (stereo not given)	-0.4%	19%	0.3	60	i	39	0%	0%	7.7%	0%	-0.4%
O=C(Nc1ccc(NC(=S)NC(=O)c2cccs2)cc1)c1ccco1	-0.1%	25%	6.1	48	i	19	10%	-1%	2.7%	-5%	0.0%
O=C(CNC(=O)c1ccccc1Br)NCCSc1ccc(Br)cc1	·	18%	1.3	69	i	13	5%	0%	14%	4%	-0.2%[50 µM]
CSCCC(NC(=O)c1ccccc1Br)C(=O)N1CCCC(C(F)(F)F)C1 (stereo not given)	0.0%	8%	1.5	65	i	36	11%	8%	1.1%	-4%	0.7%[50 µM]
COC(=O)C(CC(=O)c1ccc(Cl)cc1)c1ccc(C)cc1 (stereo not given)	-0.4%	·	4.0	49	i	49	4%	3%	1.6%	-5%	0.2%
C(#CCN1CCC(Cc2ccccc2)CC1)COCCOCc1ccccc1	-0.8%	5%	6.5	45	i	65	1%	-4%	3.2%	-8%	2.7%[50 µM]
S=c1[nH]nc(-c2ccco2)n1/N=C/c1cccs1	-0.3%	31%	-1.5	60	i	51	29%	-10%	1.3%	4%	-1.6%
Nc1nc(-c2cccs2)c(-c2cccs2)s1	-0.4%	16%	-0.8	84	i	53	21%	4%	10%	-1%	0.3%
CN(C(=O)COC(=O)/C=C/c1ccc(C(F)(F)F)cc1)c1c(N)n(Cc2ccccc2)c(=O)[nH]c1=O	·	23%	11	74	i	12	1%	-3%	-1.3%	1%	1.1%[50 µM]
Cc1cn([C@H](C(=O)NCCCCCCCCCCC(=O)N2CCNCC2)[C@@H](C)O)nn1	·	16%	-0.7	74	i	33	-6%	·	-0.2%	-8%	0.3%
CCN(c1cccc(C(F)(F)F)c1)S(=O)(=O)c1ccc2c(c1)CCN2C(=O)C1CC1	-0.9%	11%	3.1	61	i	51	3%	-9%	17%	-11%	-0.7%

Reprinted at random: five records from the list, in no set order.
SMILES	West Nile antiviral	Large T inhibition	NTR1 agonist	NTR1 agonist cell count 20 µM	T cell HTS	T cell HTS vesicle-bound %	MgcRacGAP inhibition	Salmonella PhoP GFP	RSV antiviral HEp-2	Dengue-2 NS5 capping	UTI89 phage lysis	others
O=C(CNC(=O)c1ccccc1Br)NCCSc1ccc(Br)cc1	·	18%	1.3	69	i	13	5%	0%	14%	4%	-0.2%[50 µM]
Cc1cn([C@H](C(=O)NCCCCCCCCCCC(=O)N2CCNCC2)[C@@H](C)O)nn1	·	16%	-0.7	74	i	33	-6%	·	-0.2%	-8%	0.3%
CSCCC(NC(=O)c1ccccc1Br)C(=O)N1CCCC(C(F)(F)F)C1 (stereo not given)	0.0%	8%	1.5	65	i	36	11%	8%	1.1%	-4%	0.7%[50 µM]
CCN(c1cccc(C(F)(F)F)c1)S(=O)(=O)c1ccc2c(c1)CCN2C(=O)C1CC1	-0.9%	11%	3.1	61	i	51	3%	-9%	17%	-11%	-0.7%
COC(=O)C(CC(=O)c1ccc(Cl)cc1)c1ccc(C)cc1 (stereo not given)	-0.4%	·	4.0	49	i	49	4%	3%	1.6%	-5%	0.2%

Next section:
SMILES	West Nile antiviral	Large T inhibition	NTR1 agonist	NTR1 agonist cell count 20 µM	T cell HTS	T cell HTS vesicle-bound %	MgcRacGAP inhibition	Salmonella PhoP GFP	RSV antiviral HEp-2	Dengue-2 NS5 capping	UTI89 phage lysis	others
Cc1ccc(OCC(O)CN2CCOCC2)cc1 (stereo not given)	0.4%	4%	1.0	47	i	62	1%	-5%	1.1%	-12%	0.5%
CC(C)CNS(=O)(=O)c1ccc(CCC(=O)NCCc2ccccc2)cc1	-1.8%	18%	1.5	46	i	57	16%	11%	0.6%	-1%	0.1%	Dengue-2 NS5 capping pilot replicate=0.0
COC(=O)c1c(C(=O)OC)c2n(c1C)CCS2	0.6%	5%	0.6	47	i	38	4%	-7%	0.5%	-2%	0.6%
O=C(NCCC(=O)N1CCN(c2ncccn2)CC1)c1ccccc1Cl	0.3%	-3%	-1.0	70	i	36	12%	5%	2.1%	-1%	0.1%
Cc1cc(-n2nc(C)cc2C)nc(NS(=O)(=O)c2ccccc2)n1	-0.2%	21%	1.1	70	i	28	0%	-2%	1.9%	-5%	1.3%
CC(=O)Nc1ccc(NC(=O)CSc2ccc(-c3cccs3)nn2)cc1	-0.4%	2%	-0.9	55	i	41	4%	-3%	-1.2%	-4%	0.3%
CC1=CC2=NC(=O)/C(=C\c3cccn3CCOc3cc(C)ccc3C)C(=N)N2O1	-1.0%	22%	1.8	51	i	5	8%	17%	6.4%	-8%	0.4%[50 µM]
O=C(Cc1ccc(Br)cc1)N/N=C/c1ccc(-c2cccc(C(=O)O)c2)o1	-0.1%	10%	1.2	51	i	60	9%	1%	4.6%	4%	-0.5%
Cc1[nH]c2ccccc2c1Cc1nnc(SCCC#N)o1	0.6%	6%	1.8	103	i	38	7%	0%	0.8%	-1%	4.4%
CCc1ccccc1OCC(=O)Nc1ccc(C)c(S(=O)(=O)N2CCCCCC2)c1	·	·	2.1	68	i	14	-2%	·	4.7%	11%	0.4%[50 µM]
O=C(NCCC1=CCCCC1)C1CCCN(S(=O)(=O)c2cccc3cccnc23)C1 (stereo not given)	0.0%	1%	4.3	55	i	60	-8%	1%	2.9%	-4%	-10%
CC1=CC(C)(C)N(C(=O)CSc2nnc(C)s2)c2ccc(C)cc21	-0.8%	-5%	0.7	42	i	33	1%	8%	3.9%	-6%	4.4%
COc1ccc(N=c2oc3cc(O)ccc3cc2C(=O)NCC2CCCO2)cc1 (stereo not given)	0.7%	14%	1.9	74	i	36	-1%	-4%	1.4%	-3%	0.4%	Dengue-2 NS5 capping pilot replicate=4.4
COc1ccc(CNC(=O)[C@@H]2CC=C[C@@H]3CCN(C4CC4)C(=O)[C@@H]32)cc1	0.3%	3%	-3.6	101	i	38	7%	-8%	1.9%	-8%	1.2%
COc1ccccc1C(=O)NNC(=O)c1ccc(Br)o1	0.4%	23%	0.9	62	i	64	7%	-1%	1.0%	-6%	1.2%
COc1ccc(NC(=O)c2cc(-c3cc(OC)c(OC)c(OC)c3)nc3ccccc23)c(OC)c1	-0.3%	-1%	4.6	40	i	20	3%	6%	1.2%	-1%	0.0%
CCCNC(=O)CCc1nnc2ccc(N3CCC(C)CC3)nn12	-0.9%	24%	-0.4	80	i	54	·	-3%	1.7%	-2%	0.3%
c1ccc(Cn2ccnc2SCc2nnc(-c3ccccc3)o2)cc1	-1.1%	9%	1.3	52	i	22	-2%	3%	5.6%	-2%	0.3%
CCOC(=O)c1c(NC(=O)c2cccs2)sc(C(=O)N2CCOCC2)c1C	·	12%	2.1	62	i	30	0%	·	1.4%	-2%	0.1%
O=C(CSc1nnnn1Cc1ccccc1)NCC(=O)c1ccccc1	-0.3%	3%	-0.4	33	i	38	1%	5%	1.1%	-7%	1.8%
CN(Cc1nc2ccc(F)cc2[nH]1)Cc1c(C(=O)N(C)C)nc2ccc(Cl)cn12	-1.1%	·	0.2	92	i	54	11%	·	2.1%	-3%	-0.7%
CCC(C)C(=O)Nc1ccc(S(=O)(=O)N2CCCC2)cc1 (stereo not given)	-0.9%	24%	-0.6	60	i	68	6%	-3%	0.7%	-1%	0.1%
Cc1cc(C)cc(NC(=O)CN2C(=O)COc3ccc(S(=O)(=O)N4CCCC4)cc32)c1	0.0%	9%	0.7	51	i	37	3%	-2%	2.4%	7%	0.0%
OC1(c2cccs2)CN(c2ccc(Cl)cc2)C2=[N+]1CCCC2 (stereo not given)	0.6%	1%	2.7	69	i	32	9%	-8%	-2.1%	-4%	0.5%
COCCNC(=O)C(c1cccnc1)N(Cc1ccc(C)cc1)C(=O)Cn1nnc2ccccc21 (stereo not given)	-0.9%	0%	1.0	34	i	32	4%	1%	0.4%	-10%	-0.1%
CCc1cccc(C)c1NC(=O)CCN1C(=O)NC(C)(C)C1=O	·	·	-1.4	89	i	43	4%	·	1.3%	5%	0.7%[50 µM]
O=C(N/N=C/c1ccc(OC(F)F)cc1OC(F)F)NC1CCCCC1	-1.4%	5%	11	47	i	50	0%	5%	11%	2%	-1.9%
O=C(c1cc2c([nH]c1=O)CCCC2)N1CCc2c([nH]c3ccccc23)C1c1ccccc1F (stereo not given)	-0.5%	1%	3.4	40	i	46	6%	-3%	9.2%	-7%	0.1%
CCCCn1nnc(NC(=O)c2sc3cc(Cl)ccc3c2Cl)n1	0.6%	-1%	2.0	51	i	57	9%	-5%	8.3%	2%	0.7%
COc1ccc(Cl)cc1NC(=O)CN(C)C(=O)CN1C(=O)NC(C)(C)C1=O	·	·	0.4	57	i	41	1%	·	0.3%	2%	1.2%[50 µM]
COc1cc(/C=C/C(=O)N2CCCN(C(=O)/C=C/c3cc(OC)c(OC)c(OC)c3)CC2)cc(OC)c1OC	-0.3%	2%	1.0	97	i	38	-27%	0%	-1.0%	-3%	-0.3%
